# KCNH2 3.1 inh: blocks the human KCNH2 3.1 channel isoform; U2OS KCNH2 3.1, thallium flux FluxOr; hits give low values; activity change, % (tested at about 1.8 µM); actives 0.95% (n = 340,000); AID 720553;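 active means maximum activity change below -70%; inconclusive means maximum activity change from -70% to -50%; inactive means maximum activity change above -50%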;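 further: thallium influx rate constant from kinetic fluorescence after stimulation buffer; on the % scale 0 is the no-effect control and ±100 the full control effect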
#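 Normalized rate constant (relative to positive and negative DMSO controls) derived from a 2 min kinetic fluorescence read after stimulation; U2OS cells expressing the 3.1 isoform via virus at 1.77 x 10^8 /mL.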
# Giardia killer: Giardia lamblia killing; Giardia lamblia trophozoite viability; activity change, % at 7.66 µM, hits read low; actives 0.15% (n = 340,000); AID 540267; in the data active means activity change below about -80%; inconclusive means between about -30% and that limit;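 further: parasites exposed to compound for two days anaerobically before the ATP read; on the % scale 0 is the no-effect control and ±100 the full control effect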
#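 Giardia trophozoites, 100 cells per well, were exposed to compounds for 48 hrs at 37 deg C under anaerobic conditions; viability was then read as ATP content by bioluminescence after 15-30 min at room temperature.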
# KCNH2 WT inh: blocks the wildtype human KCNH2 potassium channel; activity change, % at 1.84 µM; Q12809; actives 0.37% (n = 340,000); U2OS, BacMam KCNH2, thallium flux FluxOr; hits give low values;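 active means maximum activity change below -70%; inconclusive means maximum activity change between -70% and -50%; inactive means maximum activity change above -50%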; further: on the % scale 0 is the no-effect control and ±100 the full control effect
# Target sequence (Q12809 whole entry, looked up): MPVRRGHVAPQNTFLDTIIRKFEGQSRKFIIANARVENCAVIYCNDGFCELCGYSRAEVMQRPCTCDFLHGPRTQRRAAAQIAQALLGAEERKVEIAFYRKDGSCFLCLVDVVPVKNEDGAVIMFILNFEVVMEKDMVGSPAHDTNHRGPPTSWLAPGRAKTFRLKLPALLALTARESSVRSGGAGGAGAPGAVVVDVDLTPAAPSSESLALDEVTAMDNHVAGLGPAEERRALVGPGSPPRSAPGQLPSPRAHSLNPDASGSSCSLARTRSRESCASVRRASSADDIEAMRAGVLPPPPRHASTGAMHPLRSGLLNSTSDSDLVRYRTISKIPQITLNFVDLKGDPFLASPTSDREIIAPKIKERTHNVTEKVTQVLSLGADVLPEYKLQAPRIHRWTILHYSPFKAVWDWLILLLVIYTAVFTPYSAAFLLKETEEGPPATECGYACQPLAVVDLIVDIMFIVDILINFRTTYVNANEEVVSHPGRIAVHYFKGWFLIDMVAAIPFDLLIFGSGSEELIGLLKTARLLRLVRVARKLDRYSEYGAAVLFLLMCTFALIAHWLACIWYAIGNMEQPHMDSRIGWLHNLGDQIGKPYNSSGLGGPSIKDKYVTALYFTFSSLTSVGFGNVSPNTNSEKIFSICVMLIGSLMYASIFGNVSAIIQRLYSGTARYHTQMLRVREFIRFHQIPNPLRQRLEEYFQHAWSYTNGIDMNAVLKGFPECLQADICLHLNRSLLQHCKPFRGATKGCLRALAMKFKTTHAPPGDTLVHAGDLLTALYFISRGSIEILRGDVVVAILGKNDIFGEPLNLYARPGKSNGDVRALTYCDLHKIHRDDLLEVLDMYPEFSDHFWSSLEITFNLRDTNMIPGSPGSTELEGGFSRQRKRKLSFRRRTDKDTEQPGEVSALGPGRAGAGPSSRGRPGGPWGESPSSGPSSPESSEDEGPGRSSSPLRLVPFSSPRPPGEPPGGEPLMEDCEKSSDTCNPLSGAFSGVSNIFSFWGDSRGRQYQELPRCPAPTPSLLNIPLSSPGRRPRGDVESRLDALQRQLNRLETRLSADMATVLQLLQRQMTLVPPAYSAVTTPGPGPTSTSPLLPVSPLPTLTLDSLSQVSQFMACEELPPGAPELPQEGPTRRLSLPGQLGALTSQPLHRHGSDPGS
#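 U2OS cells transduced with wild-type KCNH2 virus are loaded with FluxOr dye for 45 min, and thallium flux is measured in kinetic reads before and after stimulation buffer. Rate constants are normalized to DMSO controls.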
# B2AR arrestin: agonists driving beta-arrestin recruitment to human beta2-adrenergic receptor. beta-arrestin recruitment to beta2AR, cell-based reporter. Potency, µM (titrated, usually from 46.1 µM), inactives show top-dose activation, actives largely listed as activators. actives 0.02% (n = 330,000);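 further: potency means the concentration at half of the fitted maximal effect; 0% = DMSO controls and full agonism = EC100 isoproterenol or metaproterenol; nearly all actives have a fitted effect of over 65% in size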
# TRPV1 agonist: activates the human vanilloid receptor TRPV1; Q8NER1; TRPV1-expressing cells, Fluo-8 calcium influx, agonist mode; activation, % at 8.33 µM; actives 0.19% (n = 320,000); AID 540275; in the data active means activation above about 80%; inconclusive means between about 30% and that limit; further: 0% is about no effect
#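 Cells expressing TRPV1 were dye-loaded with Fluo-8 and read kinetically: 10 s baseline, 3 min after compound (agonist portion), then 2 min after EC20 capsaicin (allosteric enhancer portion). Calcium-bound dye fluorescence at 480/520 nm.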
# FBPA coupling cs: coupling enzyme interference in Giardia aldolase counter-screen | coupling enzyme system counterscreen, AmpLite Red fluorescence | activity change, negative = inhibition, % at 58.2 µM, hits read low | actives 0.67% (n = 290,000); in the data active means activity change below about -30%; further: on the % scale 0 is the no-effect control and ±100 the full control effect
#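 Final compound at 57.5 uM, incubated 10 min at RT with coupling enzyme reagent (glyceraldehyde-3-phosphate), then 20 min with substrate and AmpLite Red detection. Fluorescence read at 525/598 nm; tests interference with the coupling assay, not aldolase inhibition.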
# GALK inh: blocks human galactokinase activity; actives 0.007% (n = 270,000); Potency, µM (series often up to 57.5 µM), for inactives: at the top dose activity change, negative = inhibition, usual class: inhibitors; AID 1868; P51570; Purified GALK, Kinase-Glo residual ATP luminescence; further: potency means the concentration at half of the fitted maximal effect; on the % scale 0 is the no-effect control and ±100 the full control effect
#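 Compounds were pin-transferred into ATP buffer (35 uM final), then GALK plus galactose (5 nM, 100 uM final) was added. After 1 h at room temperature, Kinase-Glo Plus was added and luminescence read after 10 min.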
# Menin MLL FP TR: inhibitors of human menin-MLL interaction, mutant MLL peptide; O00255; Menin + Texas Red MLL mutant peptide, fluorescence polarization; actives 0.23% (n = 270,000); Potency, µM (titrated, usually from 61.6 µM), for the others: at the top dose FP activity change, negative = inhibition, hits mostly inhibitors; active means well fitted inhibition curve with a large enough effect in the polarisation, with a control signal flat, not every such curve was filed as active; inconclusive means small, poorly fitted or top-dose-only effect, or effect the other way, or a change in a side signal; inactive means no such curve, though single readings can be large or run the other way; the % refers to the polarisation; further: potency means the concentration at half of the fitted maximal effect; % of control where 0% means no effect; many of its hits are not listed in these tables
# PKM2 act: activators of human pyruvate kinase M2; Potency, µM (highest dose often 57.5 µM), inactives show at the top dose activation, hits mostly activators; AID 1631; purified PKM2, Kinase-Glo ATP luminescence, activation; response scale: 0% is enzyme alone, no compound; actives 0.34% (n = 260,000); further: potency means the concentration at half of the fitted maximal effect; on the % scale 0 is the no-effect control and ±100 the full control effect; nearly all actives have a fitted effect of over 55% in size
#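 Purified hPK-M2 (>95% pure) converted ADP (0.1 mM final) to ATP with 0.5 mM PEP in 50 mM imidazole pH7.2, KCl, MgCl2, Tween 20, BSA; 1 h at room temperature. ATP detected by Kinase-Glo luminescence.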
# USP2a block: USP2a (human) protease inhibition | O75604 | USP2 core, Ub-CHOP2 coupled fluorogenic reporter, 485/531 | Potency, µM (top dose mostly 38.3 µM), inactives show at the highest dose activity change, negative = inhibition, most hits filed as inhibitors | actives 0.01% (n = 330,000);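 further: potency means the concentration at half of the fitted maximal effect; plate controls were DMSO wells for no effect and full inhibition by NEM control for full effect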
#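 USP2 core (10nM final) preincubated 30min RT with compound in 20mM Tris-HCl pH 8.0, 2mM CaCl2, 2mM beta-mercaptoethanol, 0.05% CHAPS; 25nM Ub-CHOP2 plus 25nM reporter substrate added, fluorescence (Ex485/Em531) read after 60min.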
# CXXC DNA block: blocks binding of human MLL CXXC domain to DNA. Q03164. MLL-CXXC / FITC-HOXA9 DNA fluorescence polarization. Potency, µM (doses to about 115 µM), without a hit: at the highest dose activity change, negative = inhibition, hits mostly inhibitors. actives 0.037% (n = 290,000); active means well fitted inhibition curve with a large enough effect in the polarisation, with a control signal flat, not every such curve was filed as active; inconclusive means small, poorly fitted or top-dose-only effect, or effect the other way, or a change in a side signal; inactive means no such curve, though single readings can be large or run the other way; the % refers to the polarisation; further: potency means the concentration at half of the fitted maximal effect
#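 Steps: dispense CXXC domain solution (7 uM) → pin compounds or unlabeled HOX-A9 DNA control → 5 min ambient → add FLSN-HOX-A9 solution (50 nM) → spin → 30 min ambient → fluorescence polarization. Tris pH 7.5/NaCl/DTT/BSA buffer.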
# The depositor's hits bear a star; ? = inconclusive; . = not tested or not shown; [ ] = remark or other dose. Unless noted, the call rests on the fitted dose curve; in most records, active means well fitted curve in the direction sought with a large enough effect; inconclusive means small, poorly fitted or top-dose-only effect, or another doubt; inactive means no such curve, though single readings can be large; an effect the other way counts as inactive or inconclusive. These rows are one share of the data (hit frequency here may not be typical).
SMILES,KCNH2 3.1 inh,Giardia killer,KCNH2 WT inh,B2AR arrestin,TRPV1 agonist,FBPA coupling cs,GALK inh,Menin MLL FP TR,PKM2 act,USP2a block,CXXC DNA block
CN(C(=O)CSc1nc2ccccc2o1)C1CCCCC1,-4,18,-8,0.1%,19,.,.,.,.,0%,.
Cn1c(SCC(=O)NCc2ccco2)nnc1-c1ccc(S(=O)(=O)N2CCOCC2)cc1,-3,-2,-6,0.0%,2,-1,9%,11%,2%,-1%,9%
CCOC(=O)N1CCC(c2cc(=O)n3[nH]c(C)c(-c4ccc(F)cc4)c3n2)CC1,-1,-1,-12,-0.3%,-3,-1,-3%,16%,-1%,-1%,-3%
CCOc1ccc(/C(O)=C2/C(=O)C(=O)N(c3cc(C)on3)C2c2ccc(C(=O)OC)cc2)cc1 (stereo not given),0,8,-4,0.1%,-1,17,3%,19%,-10%,3%,3%
CCOC(=O)C(=O)Nc1ccc([N+](=O)[O-])cc1OC,7,5,3,0.0%,1,3,1%,8%,-6%,1%,-2%
NC(=O)c1cccnc1Oc1ccc(Cl)cc1,-3,-1,-5,-0.3%,-6,8,4%,.,-2%,0%,7%
O=C(CSc1nnc(Cc2ccccc2)c(=O)[nH]1)Nc1ccccc1,5,-7,-3,-0.6%,1,.,.,.,.,-2%,.
Cc1ccc(CCNC(=O)C2CCC(=O)N2C2CCCC2)cc1 (stereo not given),2,4,5,-0.7%,-1,3,-1%,-11%,-4%,4%,4%
COc1cc(CCC(=O)Nc2ccc(Br)c(C(F)(F)F)c2)cc(OC)c1OC,-8,-3,-7,-3.6%,-4,-1,.,25%,0%,-1%,1%
NC(=O)[C@@H]1CCCNc2c(F)cc([N+](=O)[O-])cc2C(=O)N[C@@H](CO)C(=O)NCC(=O)N1,-10,7,-17,-0.7%,-4,0,.,-3%,2%,4%,-4%
CC(=O)Nc1ccc(S(=O)(=O)N2CCN(C)CC2)cc1,3,-3,16,0.2%,0,4,-4%,.,-5%,-1%,-1%
CC(=O)C1C(c2ccc(Br)cc2)C2C(C)=NN=C2CC1(C)O (stereo not given),3,-13,-6,0.4%,0,5,1%,7%,1%,-1%,-7%
COc1cc(C2NC(=O)CCC2[N+](=O)[O-])cc(OC)c1OC (stereo not given),18,15,0,-0.3%,-1,0,-1%,10%,.,1%,38%[activator]
CC1(c2ccc(Cl)cc2)NC(=O)N(CC(=O)c2ccc3c(c2)OCO3)C1=O (stereo not given),-1,-5,-9,-0.1%,10,.,4%,.,1%,-1%,0%
c1ccc(Oc2ccc(-n3cnnn3)cc2)cc1,-30,-3,20,-1.1%,1,0,0%,22%,6%,0%,-1%
O=C(COc1ccccc1)Nc1nc(-c2ccc(S(=O)(=O)N3CCOCC3)cc2)cs1,5,4,-3,-0.8%,1,-1,-1%,-23%,0%,-3%,7%
O=C(c1ccc(OC2CCN(Cc3ccccc3O)CC2)cc1)N1CCCCC1,-9,18,-7,-0.5%,1,.,4%,.,-7%,3%,3%
Cc1cccc(Nc2ncnc3c2cnn3Cc2ccccc2)c1,0,1,.,0.5%,22,-1,0%,15%,10%,2%,-10%
N#CCC(=O)Nc1nc(-c2ccc3c(c2)OCCO3)cs1,3,12,-4,-1.0%,0,2,1%,?,0%,4%,7%
N=c1n(CC(=O)c2cccs2)c2ccccc2n1Cc1ccccc1,-11,-15,12,-0.9%,27,-2,4%,.,-5%,0%,20%
Cc1ccc(S(=O)(=O)N(Cc2nccn2C)C(C)C)cc1,2,?,-16,0.2%,3,4,0%,-16%,6%,2%,9%
N#Cc1c(-c2ccccc2)cc(-c2cccs2)nc1SCC(=O)O,2,34[activator],5,-0.2%,-1,21,0%,23%,.,1%,?
COc1cc(NS(=O)(=O)c2ccc3c(c2)NC(=O)CO3)cc(OC)c1,3,?,0,-0.1%,-3,.,-4%,.,.,0%,5%
Cc1cc(C(=O)N/N=C/c2ccc([N+](=O)[O-])cc2)c2ccccc2n1,-12,2,1,-0.6%,.,5,-4%,.,6%,-1%,-5%
COc1ccc(OCc2nnc(SCC(=O)Nc3ccccc3F)o2)cc1,-7,-10,6,-0.7%,1,-2,-1%,?,.,1%,1%
Cc1cccc(NC(=O)c2ccc(S(=O)(=O)N3CCOCC3)cc2)c1C,1,14,8,-0.2%,?,0,0%,2%,.,1%,2%
Cc1ccc(Sc2cnc3ccccc3n2)cc1,-1,-17,2,0.0%,4,0,1%,3%,-4%,0%,-5%
O=C(NNC(=S)NC(=O)c1ccccc1Cl)c1cccc([N+](=O)[O-])c1,-2,-6,-17,0.1%,-3,-2,-3%,?,.,2%,12%
Cc1cc(C)c2c(N=CN(C)C)c(C(=O)N3CCN(c4ncccn4)CC3)sc2n1,-12,-11,4,-0.1%,-3,1,2%,-5%,-1%,?,3%
COC(=O)c1ccc(N2CCC(c3cc(-c4ccc(OC)cc4)n[nH]3)CC2)c([N+](=O)[O-])c1,-12,-11,-7,0.4%,-7,-1,6%,25%,-4%,-7%,0%
CC(=O)c1ccccc1NC(=O)COC(=O)C1=NN(c2ccccc2)C(=O)CC1,2,5,3,-1.4%,-3,.,.,.,.,0%,.
O=C1N(c2cccc(Cl)c2)C(c2ccccc2)N2CCCN12 (stereo not given),-14,16,0,-0.6%,2,6,-1%,-1%,-2%,3%,2%
O=S(=O)(N1CCOCC1)N1CCCN(S(=O)(=O)N2CCOCC2)CC1,6,-6,-12,-0.5%,2,2,-3%,21%,2%,1%,-5%
CSCCC(NC(=O)C1CCC(C)CC1)C(=O)NCCN1CCC(C)CC1 (stereo not given),-1,-3,1,-0.2%,1,1,1%,4%,2%,11%,1%
NC(=O)CN1C(=O)C(=O)N(Cc2ccccc2Cl)C1=O,18,-17,-3,-0.1%,-2,2,-1%,-3%,.,1%,19%
COc1ccc(CNC(=O)C(c2ccc(C)o2)N(C(=O)c2csnn2)c2ccc(C(C)C)cc2)cc1 (stereo not given),-28,13,-2,-0.6%,8,0,0%,.,2%,0%,-1%

# Entries from the list above that have an aryl thioether with sulfur outside any ring:
SMILES,KCNH2 3.1 inh,Giardia killer,KCNH2 WT inh,B2AR arrestin,TRPV1 agonist,FBPA coupling cs,GALK inh,Menin MLL FP TR,PKM2 act,USP2a block,CXXC DNA block
CN(C(=O)CSc1nc2ccccc2o1)C1CCCCC1,-4,18,-8,0.1%,19,.,.,.,.,0%,.
Cn1c(SCC(=O)NCc2ccco2)nnc1-c1ccc(S(=O)(=O)N2CCOCC2)cc1,-3,-2,-6,0.0%,2,-1,9%,11%,2%,-1%,9%
O=C(CSc1nnc(Cc2ccccc2)c(=O)[nH]1)Nc1ccccc1,5,-7,-3,-0.6%,1,.,.,.,.,-2%,.
N#Cc1c(-c2ccccc2)cc(-c2cccs2)nc1SCC(=O)O,2,34[activator],5,-0.2%,-1,21,0%,23%,.,1%,?
COc1ccc(OCc2nnc(SCC(=O)Nc3ccccc3F)o2)cc1,-7,-10,6,-0.7%,1,-2,-1%,?,.,1%,1%
Cc1ccc(Sc2cnc3ccccc3n2)cc1,-1,-17,2,0.0%,4,0,1%,3%,-4%,0%,-5%
